NPY1 pot ag: potentiates or activates human NPY-Y1 receptor. P25929. NPY-Y1 expressing cells, potentiator/agonist activation. activation, % at 3.6 µM. 0.37% of 220,000 active; in the data active = activation above about 33%, passing the limit was not always enough;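 also: cells stimulated with NPY at EC10 then isoproterenol at EC100; 0% = low agonist plus stimulus and 100% = saturating agonist plus stimulus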
Hck Nef HTS: blocks Nef-activated human Hck kinase | P08631 | Recombinant Hck-YEEI plus Nef, Z-Lyte FRET kinase assay | inhibition, % at 20 µM | 0.68% of 220,000 active | AID 463187;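 active = Hck-Nef kinase inhibition above about 50%, limit read from the data; inactive = inhibition below that limit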;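 also: 0% = DMSO with Hck plus Nef and 100% = Hck alone without Nef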
Runt-SMMHC FRET: blocks binding of human RUNX1 Runt domain to CBFb-SMMHC | Q01196+Q13951 | Cerulean-Runt/Venus-CBFb-SMMHC FRET ratio 530/480, 1 h | inhibition, % at 20 µM | 0.74% of 220,000 active;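 active = mean inhibition across duplicate retests at 20 µM reaching about 50%, limit read from the data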;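 also: 0% = DMSO wells and 100% = wells with excess untagged CBFb-SMMHC; inhibitors lower the FRET ratio by blocking Runt binding to CBFb-SMMHC; some results filed as inactive read as strong as hits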
p97 inhibitor: inhibitors of human p97 ATPase; P55072; recombinant p97 ATPase, Kinase-Glo ATP luminescence, 3 h; inhibition, % at 8 µM; 0.42% of 220,000 active; in the data active = inhibition above about 15%;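 also: 0% = DMSO vehicle and 100% = wells lacking enzyme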
Target sequence (P55072 whole entry, looked up): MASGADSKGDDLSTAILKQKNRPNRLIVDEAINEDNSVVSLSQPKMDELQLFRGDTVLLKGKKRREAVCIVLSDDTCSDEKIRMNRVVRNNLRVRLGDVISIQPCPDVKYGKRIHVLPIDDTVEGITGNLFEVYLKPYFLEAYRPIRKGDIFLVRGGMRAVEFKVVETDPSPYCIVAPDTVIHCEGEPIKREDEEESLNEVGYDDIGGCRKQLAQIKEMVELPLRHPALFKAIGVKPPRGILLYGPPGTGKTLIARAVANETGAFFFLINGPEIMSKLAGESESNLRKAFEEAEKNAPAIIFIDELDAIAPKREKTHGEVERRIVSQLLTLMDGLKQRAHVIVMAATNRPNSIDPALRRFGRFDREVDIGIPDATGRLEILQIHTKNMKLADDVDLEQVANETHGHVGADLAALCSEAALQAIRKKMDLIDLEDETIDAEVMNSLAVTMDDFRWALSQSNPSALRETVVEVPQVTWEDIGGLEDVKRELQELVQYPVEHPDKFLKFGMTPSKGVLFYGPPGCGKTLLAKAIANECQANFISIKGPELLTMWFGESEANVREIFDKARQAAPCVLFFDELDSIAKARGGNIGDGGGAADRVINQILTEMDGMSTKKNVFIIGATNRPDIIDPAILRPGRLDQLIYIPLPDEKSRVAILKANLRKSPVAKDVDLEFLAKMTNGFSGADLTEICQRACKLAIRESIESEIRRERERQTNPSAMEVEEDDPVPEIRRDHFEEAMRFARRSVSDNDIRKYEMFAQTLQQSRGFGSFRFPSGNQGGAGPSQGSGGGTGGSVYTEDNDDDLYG
RBBP9 inhibitor: blocks human serine hydrolase RBBP9; recombinant RBBP9, FP-Rh probe fluorescence polarization; inhibition, % at 7.94 µM; 0.2% of 220,000 active; AID 1515;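 active = inhibition above the campaign mean of all tested compounds plus 3 SD, cut at about 14% in these data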;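 also: plate controls were DMSO wells with RBBP9 for no effect and wells lacking RBBP9 protein for full effect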
Target sequence (O75884 whole entry, looked up): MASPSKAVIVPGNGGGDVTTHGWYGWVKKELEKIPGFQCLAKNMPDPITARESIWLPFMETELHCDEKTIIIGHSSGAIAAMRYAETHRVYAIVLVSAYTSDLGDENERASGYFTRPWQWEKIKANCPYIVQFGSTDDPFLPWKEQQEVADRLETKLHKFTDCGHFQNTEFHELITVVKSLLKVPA
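Test system – recombinant human RBBP9 · Input – RBBP9 2.5 µM in dispensing solution, pre-mixing · Medium – Tris buffer pH 8.0, NaCl, Pluronic · Schedule – preincubation 30 min plus labeling 45 min at 25 °C · Measured by – fluorescence polarization · Measure – % inhibition · Controls – DMSO and no-protein wells · Replicates – one well per compound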
NPY2 pot ag: human NPY-Y2 potentiation or agonism, primary screen. activation, % at 3.6 µM. cells expressing NPY-Y2, potentiator/agonist read-out. 0.45% of 220,000 active. P49146; in the data active = activation above about 27%;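 also: cells stimulated with NPY near EC25 plus isoproterenol at EC100; 0% = vehicle plus submaximal agonist and 100% = vehicle plus saturating agonist; some results beyond the cut were filed as inactive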
Mdm2 ligase inh: Mdm2 E3 ligase (human) inhibition | Q00987 | cell-based MDM2 ubiquitination luciferase reporter, 2 h; 0 = plate control, 100 = twice control, blank-subtracted | AID 1230 | 0.11% of 210,000 active | signal enhancement, % at 5 µM;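 active = signal enhancement of 30% or more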;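 also: luminescence tracks abundance of the self-degrading MDM2-luciferase fusion protein; higher signal means inhibition of MDM2 E3 ligase activity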
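Timing – 2 h compound exposure at 37 °C · Assay system – mammalian cells stably expressing self-ubiquitinating, self-degrading MDM2 E3–luciferase fusion · Amount – 2000 cells seeded into each well · Measure – % luminescence enhancement versus blank-corrected plate control mean · Measured by – SteadyLite luminescence, 15 min reagent step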
Runt-CBFb FRET: inhibitors of human RUNX1 Runt domain binding to CBFb | Q01196+Q13951 | Cerulean-Runt/Venus-CBFb FRET ratio 530/480, 1 h | inhibition, % at 20 µM | 0.46% of 220,000 active | AID 1496;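 active = inhibition over about 50% at 20 µM in the single-dose screen, limit read from the data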;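 also: 0% = DMSO wells and 100% = excess unlabeled CBFb competitor control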
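Assay system: Cerulean-tagged RUNX1 Runt domain (FRET donor) fusion protein / Amount: 100 nM each of Venus-CBFb and Cerulean-Runt domain / Medium: Tris buffer pH 7.5 with salts and BSA / Also added: Venus-CBFb 100 nM / Schedule: 1 h complex formation plus 1 h compound treatment, room temperature / Signal: FRET fluorescence / Read-out: loss of energy transfer signal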
NPY Y1 blocker: NPY-Y1 (human) receptor antagonism | P25929 | HEK293-CNG Y1 cells, membrane potential fluorescence; NPY at EC95, then isoproterenol | inhibition, % at 3.6 µM | 1% of 200,000 active | AID 1040;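 active = inhibition above the campaign mean inhibition of all tested compounds plus 3 SD, cut at about 20% in these data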;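 also: 0% = DMSO wells given NPY plus isoproterenol and 100% = isoproterenol alone without NPY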
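Test system: HEK293 cells co-expressing NPY Y1 receptor and cyclic-nucleotide gated channel; Also added: NPY (25 nM), isoproterenol (1 µM), Ro 20-1724 (25 µM); Compound dosing: one concentration, 3.6 µM, in 0.4% DMSO; Timing: dye 3 h, compound 60 min room temperature, stimulation 45 min; Technique: Membrane-potential fluorescent dye readout.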
Starred values were filed as active, the others as inactive; . = not tested or not shown.

smiles	Hck Nef HTS	Runt-SMMHC FRET	NPY2 pot ag	NPY Y1 blocker	Runt-CBFb FRET	NPY1 pot ag	Mdm2 ligase inh	RBBP9 inhibitor	p97 inhibitor
C/C(Cn1cnc([N+](=O)[O-])n1)=N\NC(=O)c1ccc(O)cc1O	23	3	-11	-2	10	4	2	-7	1
COc1ccc(CNC(=O)COC(=O)c2cc(-c3ccco3)nc3ccccc23)cc1	1	-12	-12	9	-3	-21	-11	-5	3
Cc1cc(C)c2nc(NCCCNC(=S)NCCCN(C)C)c(C#N)cc2c1	50	89*	0	6	81*	-14	-7	-4	-1
O=C(CN1C(=O)CC(c2ccccc2)S(=O)(=O)c2ccccc21)N1CCCCC1 (stereo unspecified)	-21	-2	8	5	2	10	-13	-11	4
Cc1cccc(NC(=O)C(=O)N/N=C/c2ccncc2)c1	0	0	-4	-4	3	0	2	2	5
CN(Cc1cnn(C)c1)C(=O)CC1C(=O)NCCN1Cc1cccc(Oc2ccccc2)c1 (stereo unspecified)	17	3	-23	.	0	20	-24	0	4
C/C(Cc1ccccc1)=N\NC(=O)CNC(=O)c1cccc(Br)c1	3	2	0	2	-1	-17	-8	-7	0
CC(=O)c1c(C)n([O-])c2cc(F)c(F)cc2[n+]1=O	20	-13	19	0	-14	14	22	4	5
O=C(NCC1OCCc2ccccc21)c1cc(COc2ccc(F)cc2Cl)on1 (stereo unspecified)	-5	-6	-6	4	0	-6	2	-1	0
COc1ccc(C(=O)c2c(C)c3cc(C)ccc3n2CC(O)CN2CCOCC2)cc1 (stereo unspecified)	1	-6	1	6	-3	-31	3	-8	-3
Cc1nc2ccc(NC(=O)c3ccc(Cl)c(S(=O)(=O)N(C)c4ccccc4)c3)cc2s1	0	-12	-8	-1	-12	-14	-4	-8	0
CC(C)Oc1ccc(C2CC(=O)N(c3ccccc3)C2=O)cc1 (stereo unspecified)	1	2	-8	-1	3	5	-13	6	0
Cn1cccc1/C=C1\SC(=O)N(c2ccccc2)C1=O	2	4	2	3	12	17	-13	-3	2
c1ccc(N=C(c2cccs2)N2CCOCC2)cc1	7	-2	7	0	2	-2	3	-2	8
O=C(COC(=O)c1ccc(Cl)c(S(=O)(=O)NCc2ccccc2)c1)NCC1CCCO1 (stereo unspecified)	-8	-6	-3	-2	-2	3	4	5	4
CC1=Nn2c(nc(-c3ccccc3)c2-c2ccccc2)N(CC(N)=O)C(=O)C1	2	-3	-7	-2	-3	-1	-13	-6	1
Cc1ccc(NNC(=O)c2cc(C)on2)c(C)c1	-6	1	4	.	-1	4	-12	-9	2
O=C(CCOc1ccccc1)Nc1ccccc1	0	3	-22	3	2	10	-11	-8	-1
CCOC(=O)c1nn(-c2ccc(F)cc2)c(C)c1C(C)=O	4	-1	-2	0	-2	4	-12	3	4
N#Cc1cc2ccccc2nc1SCC(=O)Nc1ccc(S(=O)(=O)N2CCCC2)cc1	3	-24	-11	10	-41	-2	7	-10	11

Three entries from above, sorted by their value in p97 inhibitor, lowest first.
| Structure | Hck Nef HTS | Runt-SMMHC FRET | NPY2 pot ag | NPY Y1 blocker | Runt-CBFb FRET | NPY1 pot ag | RBBP9 inhibitor | p97 inhibitor |
| --- | --- | --- | --- | --- | --- | --- | --- | --- |
| C/C(Cc1ccccc1)=N\NC(=O)CNC(=O)c1cccc(Br)c1 | 3 | 2 | 0 | 2 | -1 | -17 | -7 | 0 |
| Cc1cccc(NC(=O)C(=O)N/N=C/c2ccncc2)c1 | 0 | 0 | -4 | -4 | 3 | 0 | 2 | 5 |
| N#Cc1cc2ccccc2nc1SCC(=O)Nc1ccc(S(=O)(=O)N2CCCC2)cc1 | 3 | -24 | -11 | 10 | -41 | -2 | -10 | 11 |

The listing continues.
smiles	Hck Nef HTS	Runt-SMMHC FRET	NPY2 pot ag	NPY Y1 blocker	Runt-CBFb FRET	NPY1 pot ag	Mdm2 ligase inh	RBBP9 inhibitor	p97 inhibitor
Cc1nn(Cc2cccc(C(=O)Nn3cc([N+](=O)[O-])cn3)c2)c(C)c1[N+](=O)[O-]	1	-1	5	-3	-1	9	-13	-6	6
CCN(CC)C(=O)CSc1nc(OC)cc(=O)[nH]1	3	4	-6	1	1	-23	-9	-6	3
O=C(NCc1ccco1)C1CCCN1S(=O)(=O)c1ccc2ccccc2c1 (stereo unspecified)	4	1	17	5	2	-9	-7	-5	1
COc1cc(C2NC(=O)c3ccccc3O2)cc(OC)c1OC (stereo unspecified)	1	1	-8	4	0	-15	-7	-1	5
O=C(/C=C/c1ccc(Br)o1)Nc1nccs1	27	6	0	4	23	2	-17	-4	4
CCN(CC)CCc1c(C)[nH]c(C(=O)OCc2ccccc2)c1C	2	-2	-6	-1	2	-4	-10	-1	4
COCCCNC(=S)NNC(=O)c1ccc(S(=O)(=O)N2CCC(C)CC2)cc1	17	2	7	-1	1	6	2	-2	2
CCOc1ccc2cc(C3CC(c4ccco4)=NN3S(C)(=O)=O)c(=O)[nH]c2c1 (stereo unspecified)	24	7	-11	.	31	12	-1	-12	9
COc1ccc([N+](=O)[O-])cc1-n1cnnn1	23	-4	2	5	0	3	-7	-7	1
CCOC(CNC(=O)c1ccc2c(c1)ncn2-c1ccc(F)c(F)c1)OCC	25	0	-10	6	-2	8	-5	-1	1
Cc1nc(-c2ccc(Cl)cc2)sc1C1(C)CC(c2cccc(F)c2)=NO1 (stereo unspecified)	25	-4	.	.	0	.	10	.	.
CCOC(=O)c1sc2nccc(N(C)C)c2c1N=CNOC	27	7	1	1	3	-26	-20	-7	1
Fc1ccc(Cn2nnnc2C(c2ccc(Cl)cc2)N2CCSCC2)cc1 (stereo unspecified)	1	6	6	13	-1	10	-14	-11	1
Cc1cc(C)nc(N2CCC(C(=O)NNC(=O)Cc3ccccc3)CC2)n1	18	-2	-12	.	1	-5	.	4	1
O=Cc1cn[nH]c1-c1ccccc1	19	-1	-3	6	0	9	-2	-5	3
O=C(O)CC(NC(=O)Nc1ccccc1)c1ccc(OC2CCCC2)cc1 (stereo unspecified)	14	-5	-10	4	-2	10	-13	-6	3
Cc1ccc(N/N=C/c2ccc(N3CCOCC3)cc2)cc1C	0	1	9	-9	6	4	-20	-8	2
CN(C)c1cccc(C(=O)N/N=C/c2ccccc2F)c1	26	2	11	2	0	5	-9	-9	3
COc1cccc(CN(Cc2cccnc2)S(=O)(=O)c2ccc(-n3cnnn3)c(C)c2)c1	0	-10	11	-2	-1	-6	-10	-4	-3
COc1ccc(CC(=O)NCC(=O)N/N=C/c2ccc(C)o2)cc1	2	0	-3	-1	0	13	-6	0	2
COc1ccccc1N1CCN(Cc2ccc(Br)o2)CC1	-8	2	-14	1	0	6	-1	2	4
O=c1[nH]c2ccc(Cl)cc2c(-c2ccccc2)c1N1CCN(c2ccccn2)CC1	-3	-13	19	-4	-7	18	-3	-3	2
COc1ccccc1CCNC(=O)NC1CCCCC1	10	3	-8	-1	1	5	-25	-2	-1
CCN(CC)CCNC(=O)Cn1nc(-c2ccccc2)c2ccccc2c1=O	2	1	11	-4	2	4	0	-8	6
COc1cccc(CNC(=O)Cn2cc3c(n2)CCCCC3)c1	1	3	.	.	2	.	2	.	.
CC(C)c1[nH]c(=O)c(C#N)c2c1CSC(C)(C)C2	0	6	0	2	4	-4	-2	2	-5
Cc1ccc(Nc2nc(N)nc(CSc3nnnn3-c3ccccc3)n2)cc1	3	1	3	4	-2	13	-11	-8	1
Brc1ccc(N=C/C=C/C=C/Nc2ccc(Br)cc2)cc1	0	-1	-7	-2	.	18	-16	1	5
CCC(=O)Nc1ccc(Cl)c(NC(=O)c2ccc([N+](=O)[O-])cc2)c1	2	0	2	9	-1	-23	-11	-3	9
Cc1ccc(NC(=O)CN2CC(C)SC2=NC2CCCCC2)cc1 (stereo unspecified)	1	6	6	11	0	-27	-14	-5	2
O=C(NC1CC1)C1=C[C@H](C2CC2)C[C@H](OCCCCO)O1	4	-5	-32	-4	1	-15	.	-4	5
O=C1c2ccccc2C(=O)N1C/C=C/c1ccccc1	0	-7	-19	12	-2	7	11	-5	-14
CCOc1cc2c3c(c1)C1(Nc4ccccc4S1)C(=O)N3C(C)(C)CC2C (stereo unspecified)	0	0	4	3	-1	-2	-3	-1	3
COc1cccc(N2CCN(C(=O)CCNS(=O)(=O)c3ccc4c(c3)c(=O)n(C)c(=O)n4C)CC2)c1	23	0	5	4	3	-5	-19	-9	2
C#CCOCCOCCOCCNc1nc(N2CCN(C(=O)[C@H]([C@@H](C)CC)n3cc([C@@H](N)CC(C)C)nn3)CC2)nc(N2CCN(C(=O)[C@H]([C@@H](C)CC)n3cc([C@@H](N)CC(C)C)nn3)CC2)n1	5	0	4	4	0	-1	.	1	6
CCOc1ccc(N(CC(=O)NCC2CCCO2)S(=O)(=O)c2ccc(SC)cc2)cc1 (stereo unspecified)	-1	-2	-9	4	-1	1	-2	-4	-5
Cc1ccc(-c2noc(CCC(=O)NC3CCCc4ccccc43)n2)cc1 (stereo unspecified)	-9	-4	-16	12	-2	-21	-5	-8	-2
Cc1ccc(-c2cc3nc(-c4ccccc4)cc(N4CCC5(CC4)OCCO5)n3n2)cc1	6	-3	2	-2	-5	-18	-6	-8	-1
Cc1cc(/C=C2/SC(=S)N(c3ccc([N+](=O)[O-])cc3)C2=O)c(C)n1-c1cccnc1	-15	-34	3	0	-6	-1	-29	3	5
O=C(NNC1CC(c2ccccc2)=NN1C(=O)c1ccccc1)c1ccccc1 (stereo unspecified)	11	1	-4	0	0	19	-12	-3	2
O=C(OCC1CC(c2ccccc2)=NO1)c1ccco1 (stereo unspecified)	11	-1	-3	.	2	5	-9	-9	9
Cc1cccc(C)c1NC(=S)NCCSc1ccc(Cl)cc1	-15	1	-24	1	-2	-11	-42	-16	-3
CCOC(=O)C1(CCOC)CCN(C(=O)c2sccc2C)CC1	20	-2	5	2	0	4	9	-4	7
CN(CC(=O)NCc1ccccn1)S(=O)(=O)c1ccc(Cl)cc1	-17	2	-1	1	-1	-4	-15	-6	-2
CNC(=O)c1c(C)nc(SCC(=O)NCc2ccc(OC)cc2)c(C#N)c1-c1ccco1	2	15	-10	-3	-1	-26	-6	1	6
CC(/C=N/n1cnnc1)=C\c1ccccc1	6	-7	3	7	2	10	-10	-5	6
COc1ccc(CC(=O)OCC(=O)Nc2ccc3c(c2)OCO3)cc1	-72	-1	-28	6	-1	-21	-90	-6	-3
